Source: PubChem
Ecoli viability: E. coli V3065 growth inhibition, primary screen, counter-screen for AddAB inhibitor project, absorbance, OD600. 330,000 tested, 0.27% active. inhibition, % at 11.9 µM. 18 h. AID 449728, 2010;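 active means inhibition above the campaign's mean inhibition across all tested compounds plus 3 SD, cut at about 9.9% in these data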;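 further: uninfected addAB+ strain grown without phage in ampicillin broth; 0% = DMSO wells and 100% = ciprofloxacin 0.95 µg/ml wells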
SUMO Mot1 rescue: yeast Mot1-301 growth rescue at high temperature, primary screen, SUMOylation pathway inhibitor project, S. cerevisiae, ATP luminescence, 38.5C. S. cerevisiae Mot1-301 growth rescue; percent above DMSO median, 100 means doubled. AID 2716, 2010. 320,000 tested, 1% active. growth rescue, % at 18.8 µM;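 active means every valid replicate shows activation above 250% relative to neutral control wells; inactive means the rest, any valid replicate at or below 250%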;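 further: OY570 slx delta 5 strain wells were the positive control but not used for scaling; some compounds called inactive have numbers as strong as hits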
HTR5A ag ctr: HTR5A agonists in luminescence cell assay, primary screen, counter-screen for OPRM1-OPRD1 heterodimer agonist project, full-deck HTS; 340,000 tested, 0.61% active; cell-based; 5-hydroxytryptamine receptor 5A (Homo sapiens), P47898; activation, % at 9.3 µM; in the data active means activation mostly above about 9.5%, no sharp cut-off; inactive means mostly below about 7.6%;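 further: 0% = cells with vehicle only and 100% = reference agonist; strong numbers were not always called active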
phage Ecoli inh: growth loss of phage-infected E. coli, primary screen, RecBCD inhibitor project, absorbance, with phage, HTS. 360,000 tested, 0.26% active. AID 651602, 2012. inhibition, % at 11.9 µM; in the data active means inhibition above about 11%
PfHsp90 yeast 2: growth inhibition of PfHsp90-expressing yeast, primary screen, antimalarial PfHsp90 inhibitor project, S. cerevisiae, BacTiter-Glo luminescence, single point, set 2. 310,000 tested, 0.32% active. AID 504621, 2011. inhibition, % at 9.4 µM. BacTiter-Glo ATP, 48 h; yeast lacking PDR1 and PDR3 efflux regulators;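 active means every replicate shows inhibition above about 80%, whatever the replicate mean, limit read from the data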;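 further: 0% = DMSO neutral controls and 100% = 20 µM radicicol positive controls; yeast relying on Plasmodium falciparum Hsp90 in place of its own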
Pemphigus Ab inh: inhibitors of pemphigus antibody binding to DSG3, primary screen, biochemical, bead-based, flow cytometry, scFv-GFP; Desmoglein-3 (Homo sapiens), P32926; DSG3-coupled beads, scFv-anti-DSG3-GFP binding; hits give low values; binding (percent of control), % at 10 µM; 310,000 tested, 0.48% active; AID 588358, 2011;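 active means binding more than 3 SD below its plate's average and above zero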;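 further: hits lower antibody fragment binding to DSG3; some compounds called inactive have numbers as strong as hits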
Target sequence (P32926 whole entry, looked up, the tested form may be a part): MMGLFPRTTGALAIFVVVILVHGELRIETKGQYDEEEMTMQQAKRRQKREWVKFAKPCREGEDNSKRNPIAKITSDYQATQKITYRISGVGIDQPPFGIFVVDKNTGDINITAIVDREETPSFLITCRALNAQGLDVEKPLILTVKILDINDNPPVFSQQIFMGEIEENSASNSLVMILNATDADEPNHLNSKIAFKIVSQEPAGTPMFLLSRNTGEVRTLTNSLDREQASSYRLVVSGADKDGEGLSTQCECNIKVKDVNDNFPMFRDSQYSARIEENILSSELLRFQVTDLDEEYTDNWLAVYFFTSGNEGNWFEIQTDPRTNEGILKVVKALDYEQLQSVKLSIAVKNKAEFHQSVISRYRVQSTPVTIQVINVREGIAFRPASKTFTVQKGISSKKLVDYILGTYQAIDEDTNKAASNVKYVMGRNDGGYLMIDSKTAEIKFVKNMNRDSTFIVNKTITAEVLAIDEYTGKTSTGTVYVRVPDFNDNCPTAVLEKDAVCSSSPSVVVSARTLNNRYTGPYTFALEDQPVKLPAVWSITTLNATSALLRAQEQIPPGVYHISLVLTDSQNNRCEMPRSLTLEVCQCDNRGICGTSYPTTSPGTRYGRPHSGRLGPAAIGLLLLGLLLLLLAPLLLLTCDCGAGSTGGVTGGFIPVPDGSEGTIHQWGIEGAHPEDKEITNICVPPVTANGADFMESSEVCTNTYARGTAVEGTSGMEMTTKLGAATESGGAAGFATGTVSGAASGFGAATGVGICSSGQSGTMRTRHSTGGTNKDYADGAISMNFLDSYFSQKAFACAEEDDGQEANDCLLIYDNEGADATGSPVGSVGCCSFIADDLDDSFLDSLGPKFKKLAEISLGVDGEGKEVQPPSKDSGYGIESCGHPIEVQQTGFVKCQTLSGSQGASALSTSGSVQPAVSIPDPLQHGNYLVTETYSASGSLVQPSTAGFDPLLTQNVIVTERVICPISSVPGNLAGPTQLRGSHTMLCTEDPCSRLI
HTR5A inv ctr: HTR5A inverse agonists in luminescence cell assay, primary screen, counter-screen for OPRM1-OPRD1 heterodimer inverse agonist project, full-deck HTS | 5-hydroxytryptamine receptor 5A (Homo sapiens), P47898 | HTR5A cell line, inverse agonism | inhibition, % at 9.3 µM | 340,000 tested, 0.083% active; in the data active means inhibition mostly above about 23%, no sharp cut-off; inactive means mostly below about 18%;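 further: 0% = cells with DMSO and 100% = no-cell wells with DMSO; some compounds called inactive have numbers as strong as hits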
PKA-R1A activ: activators of PKA-R1A holoenzyme, primary screen, biochemical, fluorescence polarization, Cy5-IP20, bovine R1A, mouse PKAc; PKA-R1A dissociation; scaled: DMSO 0%, 113 µM cGMP 100%; cAMP-dependent protein kinase type I-alpha regulatory subunit (Bos taurus) + …; activation, % at 11.4 µM; 340,000 tested, 0.083% active;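 active means percent activation above the mean of all tested compounds plus 3 SD, cut at about 19% in these data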;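 further: higher means more PKAc released from R1A so a rise in polarization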
OPRM1-OPRD1 ag: agonists of OPRM1-OPRD1 heterodimerization, primary screen, cell-based, luminescence; Mu-type opioid receptor (Homo sapiens) + Delta-type opioid receptor (Homo sapiens), …; cells; activation, % at 9.3 µM; 340,000 tested, 0.3% active; in the data active means activation above about 18%;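 further: 0% = vehicle-treated cells and 100% = reference agonist; values of inactives mirror those of a sister screen read the other way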
OPRM1-OPRD1 inv: inverse agonists of MOR-DOR heterodimerization, primary screen, cell-based, luminescence. 340,000 tested, 0.21% active. inhibition, % at 9.3 µM. Mu-type opioid receptor (Homo sapiens) + Delta-type opioid receptor (Homo sapiens), …. cell-based MOR-DOR heterodimer luminescence, inverse agonism; in the data active means inhibition above about 22%, passing the limit was not always enough;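 further: 0% = cells with DMSO and 100% = wells without cells with DMSO; values of inactives mirror those of a sister screen read the other way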
AddAB inh: growth inhibition of E. coli expressing H. pylori AddAB, primary screen, AddAB inhibitor project, absorbance; inhibition, % at 11.9 µM; 330,000 tested, 0.29% active; in the data active means inhibition above about 12%;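 further: 0% = vehicle wells of infected cells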
* marks the source's active call; other numbers are inactive results; x = no result given. Hits appear at their usual frequency. Share with any hit: about 3.2%.

molecule	Ecoli viability	SUMO Mot1 rescue	HTR5A ag ctr	phage Ecoli inh	PfHsp90 yeast 2	Pemphigus Ab inh	HTR5A inv ctr	PKA-R1A activ	OPRM1-OPRD1 ag	OPRM1-OPRD1 inv	AddAB inh
N#C/C(=N\Nc1ccc(F)cc1)C(=N)N1CCCCC1	0.7	59	8	1.5	-7	85	16	-2	0.4	-2	-0.6
C=CCn1c(SCC(=O)Nc2cccnc2Cl)nnc1-c1ccc(C(C)(C)C)cc1	0.1	-16	1	3.4	6	98	-3	-2	-1.5	8	1.9
O=C1CC(c2ccco2)CC(O)=C1C=NCCN1CCN(C2CC(=O)N(c3ccccc3)C2=O)CC1 (stereo unspecified)	x	x	1	-2.1	4	101	2	-2	-0.3	2	x
COc1cc(NC(=O)c2ccc(S(=O)(=O)N(C)c3ccccc3)cc2)cc(OC)c1	-0.6	x	1	2.5	x	101	-3	1	0.4	-2	1.3
COc1ccccc1/C=C1\CCC(C2CCCC2)C1=O (stereo unspecified)	-0.8	0	1	0.2	-14	95	-5	-4	-0.6	3	1.4
CCc1ccccc1Cn1c(=O)oc2cccnc21	0.8	-9	0	1.2	20	x	-9	13	-1.9	9	0.9
Cc1ccc(N(CC(=O)NC2CCCCC2)C(=O)CCCC(=O)Nc2ccccn2)c(C)c1	-0.4	36	2	1.5	-18	111	-6	-12	2.4	-19	4.0
O=C(NCc1ccco1)C1(c2ccc(Cl)cc2)CCCC1	-0.3	114	2	3.5	-11	107	2	1	1.9	-10	1.4
Cn1c(=O)c2c(nc(SCC(=O)O)n2Cc2cc3c(cc2Cl)OCO3)n(C)c1=O	-1.2	-8	0	1.4	x	103	-4	-11	-1.4	6	-0.8
c1csc(-c2nc3ccccn3c2NC2CCCCC2)c1	1.8	-6	2	3.8	3	114	-5	-3	0.1	0	0.2
COc1ccc(NC(=O)CSc2nnc(CNC(=O)c3ccco3)o2)c(OC)c1	0.7	-11	5	2.1	46	95	-6	-12	-1.6	9	-0.7
Cc1cc(NC(=O)CSc2nc3c(c(=O)n2CCc2ccccc2)SC(C)C3)no1 (stereo unspecified)	0.5	-11	2	4.1	23	96	-7	-4	-0.8	5	-4.3
CCOc1ccc2[nH]c3c(NCCC(C)C)ncnc3c2c1	x	322	-1	8.5	32	98	5	6	1.9	-11	x
Cc1cccc(C(=O)N2CCN(c3ncnc4c3cnn4-c3ccccc3)CC2)c1	-0.5	-7	-3	0.6	x	100	6	-2	-1.3	6	1.7
O=S(=O)(O)c1cccc2cccc(Nc3ccccc3)c12	-2.5	-28	3	2.1	13	96	-9	-1	3.8	-19	-0.8
CN1CCN(C(=O)/C(=C/c2cn(S(=O)(=O)N(C)C)c3ccccc23)NC(=O)c2ccccc2F)CC1	-2.8	221	-3	0.6	-114	x	5	-3	-2.5	14	0.7
O=C(CSc1nc2ccccc2c(=O)[nH]1)Nc1ccc(C(=O)O)cc1	-3.4	6	0	1.7	5	x	7	-7	-0.1	1	1.0
N#Cc1ccccc1OCC(=O)NNC(=O)CCC1CCCC1	-1.4	-1	4	-1.4	-10	92	-14	4	-2.1	11	-2.2
O=C(CNC(=O)c1ccccc1)c1ccccc1	2.9	-17	6	1.0	-19	74	-19	-2	0.1	-1	2.9
Cc1ccc(NC(=O)C(=O)NCCN2CCN(C(=O)C(c3ccccc3)c3ccccc3)CC2)cc1	0.5	3	-3	1.1	25	x	-8	-7	-2.8	15	1.2

Following part.
molecule	Ecoli viability	SUMO Mot1 rescue	HTR5A ag ctr	phage Ecoli inh	PfHsp90 yeast 2	Pemphigus Ab inh	HTR5A inv ctr	PKA-R1A activ	OPRM1-OPRD1 ag	OPRM1-OPRD1 inv	AddAB inh
O=C(Cc1cccc(NC(=O)C2CCN(C(=O)C3CCC3)CC2)c1)Nc1cccc(C(=O)N2CCCC2)c1	0.0	-2	1	0.6	-15	102	-3	-3	-0.1	0	1.8
CCC(Oc1ccccc1)C(=O)Nc1nc2ccccc2[nH]1 (stereo unspecified)	-3.1	-2	-1	2.2	1	102	-36	-2	-2.0	11	0.5
O=C(Cn1ncc2c3ccccc3n(Cc3ccccc3F)c2c1=O)NCCN1CCOCC1	-2.8	-12	6	-0.2	11	101	7	-3	-4.0	20	0.9
Cc1noc(C)c1C(=O)N1CCCC(Nc2ccc(C(C)C)cc2)C1 (stereo unspecified)	0.8	2	4	2.9	26	130	-13	7	0.1	0	3.0
Cc1ccc(NC(=O)C2CCCN2S(=O)(=O)c2ccc(F)cc2)c(C)c1 (stereo unspecified)	0.5	15	1	2.2	-22	98	-36	4	-1.7	9	1.2
NNC(=O)c1[nH]c2ccc(Br)cc2c1-c1ccccc1	-1.2	24	6	-0.5	3	x	-15	2	1.0	-5	2.0
Cc1ccc(C(=O)NCCC(=O)N2CCOCC2)cc1	1.8	-11	-4	-0.4	0	111	9	-9	-0.7	3	-0.9
CCCCN(C(=O)NC(=O)Nc1ccccc1OCC)S(C)(=O)=O	1.7	6	7	3.9	2	94	3	-4	0.4	-3	4.2
COC(=O)c1ccc(NC(=O)c2c(C(=O)Nc3ccccc3)sc3nc(C)cc(=O)n23)cc1	-2.2	20	1	0.0	-5	96	20	-4	-2.4	12	0.0
CC1=C(C)CC(C(=O)Nc2ccc(C(N)=O)cc2)C(C(=O)O)C1 (stereo unspecified)	-0.2	-12	-1	0.5	24	98	11	6	-0.9	5	-1.1
CC1CCCN(S(=O)(=O)c2ccccc2[N+](=O)[O-])C1 (stereo unspecified)	-2.7	-1	3	2.3	-1	81	6	-4	-2.7	14	0.7
Cc1cccc(N2C(=O)c3cccc(Oc4ccc(Cl)cc4)c3C2=O)c1	-0.8	4	5	3.6	-9	84	-12	-6	2.8	-18	3.0
CCN(CC(=O)Nc1ccc2c(c1)OCCO2)C(=O)CCOc1ccccc1	-1.5	4	-3	1.8	-17	99	0	-7	-1.1	4	2.3
COc1ccc(C(=O)C2CCCN(C(=O)c3cccc(Cn4cccn4)c3)C2)cc1F (stereo unspecified)	-0.3	-9	-5	1.2	-20	109	24	-5	-4.7	15	4.5
COc1cccc(OC)c1C(=O)NNC(=O)c1cccc(COc2ccc3c(c2)CCC3)c1	-2.3	94	1	3.2	22	105	14	-7	-1.7	10	1.7
CC(=O)c1ccc(OC(=O)c2ccc(Br)o2)cc1	-1.6	14	2	3.0	x	102	-2	-15	0.3	-2	-0.7
O=C(Nc1c(Br)cc2c(c1Br)Cc1cc([N+](=O)[O-])ccc1-2)C(Cl)Cl	x	x	-1	3.0	-29	93	2	9	8.9	-39	x
O=C1C(O)=C(O)C(=O)c2ccccc21	0.7	-4	1	4.6	-6	103	32	0	1.8	-9	3.0
COc1ccccc1N1CCN(C2CCCN(Cc3c(F)cccc3F)C2)CC1 (stereo unspecified)	-1.7	-6	-5	1.4	-7	107	16	3	-1.1	5	-2.2
CC(C)CCn1c(N2CCN(c3cccc(Cl)c3)CC2)nc2c1c(=O)[nH]c(=O)n2C	-0.3	-4	1	3.3	-18	107	5	-4	4.9	-25	-0.7

Following part.
molecule	Ecoli viability	SUMO Mot1 rescue	HTR5A ag ctr	phage Ecoli inh	PfHsp90 yeast 2	Pemphigus Ab inh	HTR5A inv ctr	PKA-R1A activ	OPRM1-OPRD1 ag	OPRM1-OPRD1 inv	AddAB inh
CCOC(=O)CNC(=O)C1c2ccccc2Oc2ccccc21	-1.7	5	-3	1.0	-18	91	10	4	-0.6	3	-2.0
Oc1c(Br)cccc1/C=N/Nc1c(F)c(F)c(F)c(F)c1F	0.5	-8	0	1.8	5	98	1	2	1.9	-12	5.1
OC(COc1ccc2cc(Br)ccc2c1)Cn1ccnc1 (stereo unspecified)	2.3	133	0	0.2	-7	98	-1	0	-0.7	4	1.1
CC(=O)C(N=Nc1ccccc1)(Sc1nnc(-c2ccccc2)n1-c1ccccc1)C(=O)Nc1ccccc1 (stereo unspecified)	-0.8	-3	-2	0.6	-25	100	5	2	-1.4	7	-2.2
COc1ccc(C(=O)N/C(=C\c2ccccc2)C(=O)NC(CCSC)C(=O)O)cc1 (stereo unspecified)	-1.5	5	-1	-0.2	0	106	11	-5	-1.9	10	2.3
COc1cc(C2CC(c3ccccc3)=NN2c2ccccc2)ccc1OCC(=O)O (stereo unspecified)	-0.8	56	4	0.1	13	x	2	0	-1.5	9	2.8
Cc1onc(-c2ccccc2)c1NC(=O)N(Cc1ccccc1)C(C)C	0.3	5	-3	-1.9	10	114	-13	2	-2.5	13	0.1
COc1cccc(N2CCN(c3nc(-c4ccccc4C)cc(=O)[nH]3)CC2)c1	x	-28	0	3.6	42	116	0	-20	1.9	-9	x
O=C(COC(=O)c1ccc(Cl)c(S(=O)(=O)N2CCCC2)c1)NC1CCCC1	-2.0	x	2	1.7	-53	104	-6	-5	-3.1	17	-2.2
CC(C)Cc1nn2c(N)c(/C=C3\C=Nc4ccccc43)c(=O)nc2s1	-2.0	-1	-4	3.6	1	97	11	-9	-0.1	1	-3.1
Cc1nnc(N2C(=O)C(O)=C(C(=O)c3ccco3)C2c2ccc(C(C)(C)C)cc2)s1 (stereo unspecified)	3.7	7	-1	1.8	-10	212	-8	4	-2.3	13	2.0
COc1ccc(CCN2C(=O)CSC2=Nc2ccc(C(C)C)cc2)cc1OC	-2.5	-16	x	-3.5	-6	98	x	x	x	x	-2.3
COc1cccc(C2c3cc4c(cc3OC(N3CCOCC3)C2C)OCO4)c1O (stereo unspecified)	x	x	0	3.9	27	94	-2	3	-2.2	10	x
Fc1cccc(CN2CCC(Cc3ccccc3)CC2)c1	0.2	107	-5	2.4	-7	118	16	-3	3.2	-15	6.0
NC(=O)NC(=O)C(Nc1ccc(N2CCCCC2)cc1)c1ccccc1 (stereo unspecified)	2.0	-13	-2	3.6	-12	x	7	-6	0.2	-2	3.6
CCN(CC(=O)Nc1c(F)cccc1F)C(=O)CNC(=O)c1ccc2ccccc2c1	-2.5	0	1	0.7	-6	93	-2	1	-3.5	15	-0.4
O=C(CS(=O)(=O)Cc1ccccc1)NCc1ccccc1Cl	-1.1	32	0	2.6	-17	104	-1	3	-2.9	15	2.6
Cc1ccc(-c2cc(C(=O)Nc3ccc(S(=O)(=O)N4CC(C)OC(C)C4)cc3)[nH]n2)c(O)c1 (stereo unspecified)	-3.2	-9	1	1.8	17	97	-4	8	5.7	-30	-0.9
